# D2 antagonist – antagonizes the human D2 dopamine receptor. HEK293 TREx D2 cells, calcium flux, dopamine EC80. inhibition, % at 10 µM. P14416. hit rate 2% among 340,000; in the data active means inhibition above about 30%; further: 0% is about no effect
# Target sequence (P14416 whole entry, looked up): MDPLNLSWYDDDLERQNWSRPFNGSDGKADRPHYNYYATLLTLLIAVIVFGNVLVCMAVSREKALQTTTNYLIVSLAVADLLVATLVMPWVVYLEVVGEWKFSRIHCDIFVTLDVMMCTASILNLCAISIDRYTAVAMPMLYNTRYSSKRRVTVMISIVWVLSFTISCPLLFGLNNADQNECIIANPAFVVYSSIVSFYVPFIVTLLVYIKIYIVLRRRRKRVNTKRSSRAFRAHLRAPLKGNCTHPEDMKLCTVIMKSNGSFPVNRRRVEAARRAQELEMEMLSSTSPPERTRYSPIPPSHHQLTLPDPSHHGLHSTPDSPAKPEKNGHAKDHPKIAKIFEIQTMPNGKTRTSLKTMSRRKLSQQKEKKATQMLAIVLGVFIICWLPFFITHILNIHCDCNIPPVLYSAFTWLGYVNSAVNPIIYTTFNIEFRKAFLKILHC
#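 Calcium mobilization kinetics were recorded at 1 s intervals in tetracycline-induced HEK293 T-REx D2 cells, first for 180 s after compound addition and then 180 s after EC80 dopamine.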
# D1 agonist – activates the human D1 dopamine receptor. P21728. HEK293 T-REx D1 cells, calcium flux, agonist mode. activation, % at 2 µM. hit rate 1% among 360,000; further: 0% is about no effect
#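 Inducible HEK293 T-REx D1 cells, force-coupled to calcium signalling, were plated at 4000 cells/well with tetracycline and held overnight at 30 C. After no-wash calcium dye loading, compound-evoked calcium rise over 180 s flagged agonists.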
# TRHR ag – activates the human TRH receptor | P34981 | TRHR cells, calcium flux fluo-8, FDSS agonist mode | activation, % at 2 µM | hit rate 0.18% among 360,000 | AID 493084; further: 0% is about no effect
# Target sequence (P34981 whole entry, looked up): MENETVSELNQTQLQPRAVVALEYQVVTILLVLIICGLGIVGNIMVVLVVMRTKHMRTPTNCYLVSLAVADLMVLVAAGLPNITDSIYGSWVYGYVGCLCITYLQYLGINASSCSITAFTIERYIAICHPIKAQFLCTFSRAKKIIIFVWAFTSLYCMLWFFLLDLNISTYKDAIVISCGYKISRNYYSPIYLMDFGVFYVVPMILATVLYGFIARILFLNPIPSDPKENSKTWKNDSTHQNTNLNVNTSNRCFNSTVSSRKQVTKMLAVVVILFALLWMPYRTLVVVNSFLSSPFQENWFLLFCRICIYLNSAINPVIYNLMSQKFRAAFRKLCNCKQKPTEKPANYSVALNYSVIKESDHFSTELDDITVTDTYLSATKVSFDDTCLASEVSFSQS
#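 TRHR-expressing cells loaded with fluo-8 calcium dye; 23 nL library compound pin-transferred, kinetic FDSS fluorescence (Ex 480/Em 530) recorded about 180 s for agonist-induced calcium release, before a 10 nM TRH EC20 addition for potentiator mode.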
# D2 potentiator – positive allosteric modulators of human D2 dopamine receptor; hit rate 0.34% among 340,000; P14416; HEK293 T-REx D2, calcium flux, EC20 dopamine potentiation; potentiation, % at 10 µM;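 active means potentiation over 3 SD above the plate norm, cut at about 30% in these data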; further: 0% is about no effect
#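 Cells plated with tetracycline inducer and held overnight at 30 C; calcium dye loaded 30–90 min at room temperature; baseline taken, compound added and read 180 s; EC20 dopamine then added and read 180 s.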
# RXFP1 antag – RXFP1 (human) relaxin receptor antagonism | Q9HBX9 | HEK293-RXFP1, relaxin-stimulated cAMP HTRF, 30 min; hits give low values | activity change, negative = inhibition, % at 57.5 µM | hit rate 0.59% among 350,000 | AID 1259400;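 active means activity change of -60% or lower, but not beyond a set lower limit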; further: on the % scale 0 is the no-effect control and ±100 the full control effect
# D1 potentiator – potentiators of human D1 dopamine receptor. potentiation, % at 10 µM. AID 504651. HEK293 TREx D1 cells, calcium flux, dopamine EC20 potentiation. hit rate 0.036% among 360,000; in the data active means potentiation above about 30%; further: 0% is about no effect
# TRHR PAM – allosterically enhances the human TRH receptor; hit rate 0.66% among 360,000; AID 493056; enhancement, % at 2 µM; TRHR cells, fluo-8 calcium fluorescence, EC20 TRH enhancement; P34981; in the data active means enhancement above about 30%; further: 0% is about no effect
#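 TRHR-expressing cells loaded with fluo-8 calcium dye were read kinetically (ex 480/em 530) during compound addition, then stimulated with an EC20 of TRH (10 nM final). Enhancement of the Gq-mediated intracellular calcium response was scored.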
# D2 agonist – activates the human D2 dopamine receptor; P14416; HEK293 T-REx D2 cells, calcium flux agonist mode; activation, % at 2 µM; hit rate 0.53% among 340,000;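 active means activation over 3 SD above normal in the single-dose calcium agonist read, cut at about 30% in these data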; further: 0% is about no effect
#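 Tetracycline-induced HEK293 Trex cells with D2 receptor force-coupled to calcium signaling, plated overnight at 30 C and loaded with no-wash calcium dye. Calcium flux read kinetically for 180 s after compound addition; responses flag agonists.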
# D1 antag – antagonists of human D1 dopamine receptor. HEK293 TREx D1 cells, calcium flux, dopamine EC80; hits give low values. activity change, negative = inhibition, % at 10 µM. hit rate 3.2% among 360,000. AID 504652; in the data active means activity change below about -30%; further: on the % scale 0 is the no-effect control and ±100 the full control effect
#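 Tetracycline-induced HEK293 Trex D1 cells, force-coupled to calcium, dye-loaded; compounds added and read 180 s, then EC80 dopamine added and calcium flux tracked kinetically another 180 s.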
# Numbers without * were called inactive; / = not tested or not shown; & = joins results of further samples. Unless noted, no stated cut-off is given here; in the data, active means activation above about 30%; inactive means the rest. This is a random part of the collection (roughly 7.1% active in at least one column).
SMILES	TRHR PAM	D1 potentiator	D2 potentiator	D1 agonist	TRHR ag	RXFP1 antag	D2 antagonist	D1 antag	D2 agonist
O=C(Cc1cccs1)N1CCN=C1SCc1ccccc1Cl	-3	-3	-9	8	0.9	-1	0	-24	9.1
O=C(NCC1CCCO1)/C(=C\c1ccccc1F)NC(=O)c1ccccc1 (configuration not stated)	2	/	-4	4	0.9	-11	-2	5	1.4
O=C1CCC(C(=O)Nc2ccccc2)N1 (configuration not stated)	15	-2	-4	0	0.2	-8	-9	-1	1.1
COc1cccc(NC(=O)NCc2ccccc2F)c1	6	-1	/	3	-0.5	-4	/	-9	/
C[C@H](NC(=O)c1nc[nH]c1C(=O)N[C@@H](Cc1ccccc1)C(=O)OC(C)(C)C)C(=O)OCc1ccccc1	-7	-2	-11	6	0.7	/	11	4	-0.4
Cc1cc(C(F)(F)Cl)n2ncc(-c3ccccn3)c2n1	7	-5	10	1	-0.8	-1	-6	-3	-1.0
Cc1ccc(C2C(C#N)=C(N)SC(N)=C2C#N)c(C)c1	-4	-4	10	51*	-1.3	1	13	-22	-0.1
Cc1cc(Br)ccc1SCC(=O)OCC(=O)c1c(N)n(C)c(=O)n(C)c1=O	5	6	1	3	0.2	-2	-13	8	-0.7
CCC1CCCCN1CCCNC(=O)C1CCN(Cc2nc(-c3ccc(Cl)cc3)oc2C)CC1 (configuration not stated)	-6	-4	-2	1	0.0	-21	3	-16	1.0
CC(CN1CCCCC1)OC(=O)c1cc2ccccc2o1 (configuration not stated)	-5	1	-17	5	0.1	3	-7	-21	-0.1
CCn1c(SCc2nc(-c3ccccc3)no2)nnc1-c1cccs1	-10	1	-5	7	-0.6	11	12	5	-0.1
Cc1ccccc1CC(=O)Nc1sc(C(C)C)cc1C(=O)N1CCOCC1	-2	2	/	1	-0.5	8	/	-2	/
O=S(=O)(NCC1CCCO1)c1cnc(Cl)c(Cl)c1 (configuration not stated)	-4	-6	7	2	-0.5	8	-9	7	-0.6
O=C(O)c1cccc(NC(=O)c2cc(-c3cccc(Cl)c3)nc3ccccc23)c1	0	-1	2	0	0.0	-3	-14	0	-0.1
O=C(CS(=O)(=O)Nc1ccc(F)cc1Cl)Nc1ccc(F)cc1Cl	6	0	-2	16	2.7	-13	20	5	1.3
O=S1(=O)CCN(Cc2ccc(Cl)cc2)CC1	3	-2	4	7	-0.9	-8	-7	1	0.2
CCN(CC)c1ccc(C(=O)N/N=C/c2ccc(OC)cc2OC)cc1	2	-4	2	-1	-0.5	-13	-5	-4	-0.2
COc1ccc(C=NC(CO)C(O)c2ccc([N+](=O)[O-])cc2)cc1 (configuration not stated)	-3	0	-3	5	-0.9	6	-1	16	-0.6
COc1ccc(OC(C)C(=O)N(C)Cc2nc(-c3ccc(C)cc3)no2)cc1 (configuration not stated)	7	-2	21	11	0.2	-2	-12	-3	0.8
CCOC(=O)N1CCN(c2cc(N(C)CCO)c([N+](=O)[O-])c3nonc23)CC1	-2	2	-5	4	1.4	-5	-15	-8	0.2
Cc1ccc(C)c(NC(=O)CN(C)C(=O)COc2cccc3c2OC(C)(C)C3)c1	-4	-4	9	-1	0.1	-13	2	-10	0.4
CCOC(=O)c1c(NC(=O)c2cc(=O)c3c(C)cc(C)cc3o2)sc2c1CCC2	-4	1	2	0	-0.3	-9	/	-8	0.5
Cc1cc(C(=O)CSc2nnc(C3CC3)n2C2CC2)c(C)n1C(C)C	-5	/	-13	1	0.0	1	15	15	-0.3
O=C(NCc1ccc(Cl)cc1)c1cc(S(=O)(=O)N2CCCCC2)c[nH]1	8&17	-4&-2	-2&3	2&10	-0.4&0.0	-22	-5	-13&-1	1.1&-0.4
CC(/C=N/n1c(-c2cc(C)[nH]n2)n[nH]c1=S)=C\c1ccco1	2	8	-10	3	-0.7	-13	-10	1	-1.7
Cc1noc(NS(=O)(=O)c2ccc(NC(=O)Nc3ccc(Cl)c(Cl)c3)cc2)c1C	4	-13	1	33*	1.0	6	-4	-47*	0.3
CCC(=O)N1N=C(c2cccs2)CC1c1ccco1 (configuration not stated)	-4	-8	-3	1	-1.3	18	6	6	-0.5
COc1ccc(C)cc1NC(=O)C1CCCN(S(=O)(=O)c2ccc3c(c2)CCCN3C(C)=O)C1 (configuration not stated)	-4&2	-8&-2	1&7	2&-1	0.3&-1.0	6&-19	0	6&10	-0.4&1.5
COc1ccc(-c2oc(NC(C)=O)c(C#N)c2-c2ccc(OC)cc2)cc1	-13	0	-8	5	-0.6	5	-4	-1	0.6
CCOC(=O)NC(CC(=O)O)c1ccc(OC)c(OC)c1 (configuration not stated)	1	11	1	-2	0.7	3	-3	-3	1.5
O=C(CCc1nc2ccccc2c(=O)[nH]1)OCCOc1ccc(Cl)cc1	-4	-7	-10	11	-0.9	-5	-10	-2	-2.4
CCOC(=O)c1ccc(N2C(=O)c3n[nH]c(C)c3C2c2ccccn2)cc1 (configuration not stated)	2	-7	-8	2	-0.4	/	2	-4	-1.3
COCC1CCN(C(=O)C2CCC(=O)N(Cc3ccc(Cl)cc3)C2)CC1 (configuration not stated)	4	4	0	1	0.6	-16	8	-9	0.4
Cc1ccc2nc(Cl)c3cc(C(=O)N(C)C4CCCCC4)sc3c2c1	-6	1	21	2	0.2	-11	/	7	-0.3
O=C(Cn1ccc([N+](=O)[O-])n1)NCc1cccs1	8	-4	-7	3	0.4	10	-31	-7	-0.2
Cc1c(-c2ccccc2)c(=O)oc2ccc(O)cc12	-6	-2	-1	3	-1.3	13	-4	-8	-0.3
O=S(=O)(N1CCCCCC1)N1CCNCC1	2	2	4	4	0.5	10	-2	2	-0.2
O=C(O)c1ccccc1SCC(=O)N1CCCCC1	-2	-1	3	1	1.2	-6	0	-4	-0.1
Cc1ccccc1Nc1nc(-c2cccnc2)nc2ccccc12	14	-3	8	2	4.2	/	3	-28	-1.4
Cc1cccc(NC(=O)CSc2nnc(Cc3ccccc3)o2)c1	-6	-2	-26	6	-1.0	-1	10	-27	-1.8
N#Cc1ccc(-c2nc3ccccc3nc2-c2ccccc2)cc1C#N	-3	-4	15	2	-0.3	-1	-13	-17	-1.1
COc1ccc(F)c(C2C(C#N)=C(N)Oc3n[nH]c(C(C)(C)C)c32)c1 (configuration not stated)	4	-5	-11	2	-1.1	-4	-9	8	0.6
COc1ccc(NC(=O)c2cc3c(s2)CCC(C)C3)cc1S(=O)(=O)N1CCOCC1 (configuration not stated)	-1	-2	-18	3	0.6	15	9	-20	-1.5
CCOC(=O)c1c(NC(=O)CSc2ncccn2)sc(C(=O)NC)c1C	1	-12	-3	2	-0.1	-15	-2	-9	-0.7
O=C(Cc1ccccc1)Nc1ccc(C(=O)NCc2ccccc2)cc1	2	-4	/	-1	-0.1	-5	-8	-6	/
CC1CCCC(C)N1/N=C/c1cc(Br)cc(Br)c1O (configuration not stated)	-1	-4	/	3	0.1	-18	/	14	/
Cc1cc(C)n2nc(C(=O)NNC(=O)c3ccccc3)nc2n1	4	-7	-5	8	0.4	-5	7	2	0.4
O=C(Nc1cccc(S(=O)(=O)N2CCCCC2)c1)c1cccs1	-1	3	-1	10	0.8	-4	-8	-27	0.4
COCC(C)n1c(C)cc(C(=O)COC(=O)c2c(NC(C)=O)sc(C)c2C)c1C (configuration not stated)	-3	-1	-8	2	0.2	4	4	-6	-0.4
CCCCn1c(N)c(Sc2ccc(Cl)cc2)c(=O)[nH]c1=O	-5	-3	7	0	-0.3	1	-5	3	0.7
COc1ccc(NC(=O)CN2CCC(Cc3ccccc3)CC2)cc1S(=O)(=O)N1CCOCC1	-8	-8	-22	4	0.2	-2	-19	6	-0.2
CCC1CCCCN1C(=O)Cn1c(=O)oc2ccccc21 (configuration not stated)	3	-5	-1	3	0.2	-1	-12	-4	0.5

# Of the compounds above, these contain a thiophene ring, fused or not.
SMILES	TRHR PAM	D1 potentiator	D2 potentiator	D1 agonist	TRHR ag	RXFP1 antag	D2 antagonist	D1 antag	D2 agonist
O=C(Cc1cccs1)N1CCN=C1SCc1ccccc1Cl	-3	-3	-9	8	0.9	-1	0	-24	9.1
CCn1c(SCc2nc(-c3ccccc3)no2)nnc1-c1cccs1	-10	1	-5	7	-0.6	11	12	5	-0.1
Cc1ccccc1CC(=O)Nc1sc(C(C)C)cc1C(=O)N1CCOCC1	-2	2	/	1	-0.5	8	/	-2	/
CCOC(=O)c1c(NC(=O)c2cc(=O)c3c(C)cc(C)cc3o2)sc2c1CCC2	-4	1	2	0	-0.3	-9	/	-8	0.5
CCC(=O)N1N=C(c2cccs2)CC1c1ccco1 (configuration not stated)	-4	-8	-3	1	-1.3	18	6	6	-0.5
Cc1ccc2nc(Cl)c3cc(C(=O)N(C)C4CCCCC4)sc3c2c1	-6	1	21	2	0.2	-11	/	7	-0.3
O=C(Cn1ccc([N+](=O)[O-])n1)NCc1cccs1	8	-4	-7	3	0.4	10	-31	-7	-0.2
COc1ccc(NC(=O)c2cc3c(s2)CCC(C)C3)cc1S(=O)(=O)N1CCOCC1 (configuration not stated)	-1	-2	-18	3	0.6	15	9	-20	-1.5
CCOC(=O)c1c(NC(=O)CSc2ncccn2)sc(C(=O)NC)c1C	1	-12	-3	2	-0.1	-15	-2	-9	-0.7
O=C(Nc1cccc(S(=O)(=O)N2CCCCC2)c1)c1cccs1	-1	3	-1	10	0.8	-4	-8	-27	0.4
COCC(C)n1c(C)cc(C(=O)COC(=O)c2c(NC(C)=O)sc(C)c2C)c1C (configuration not stated)	-3	-1	-8	2	0.2	4	4	-6	-0.4
